# From PubChem BioAssay
# T cell HTS – modulates CD8 T cell binding to vesicles | AID 2052 | calls only at 7 µM | 2C CD8+ T cell-vesicle binding, flow cytometry; stronger effect = lower value | actives 0.068% (n = 330,000);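 active means response, share of CD8 T cells binding vesicles, and their 90th percentile fluorescence all below set limits, cut at about 80% in these data, passing the limit was not always enough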
#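 Material: 2C TCR transgenic mouse naive CD8+ T cells, MACS-purified. Also added: QL9-charged Drosophila Ld/ICAM-1/B7-1 vesicles. Timing: binding 1.5 h at 37 °C. Measured by: high-throughput flow cytometry with anti-B7-1 and anti-CD8 staining. Read-out: percent CD8+ FL2 mean versus row control. Controls: Unloaded micro-vesicles (low), QL9 vesicles with 0.7% DMSO (high).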
# NOD2 inhibition – inhibition of NOD2-driven NF-kB reporter – cell-based, luminescence, uHTS, HEK293 (AID 1566) | actives 0.63% (n = 290,000) | HEK293 NOD2/NF-kB luciferase reporter, luminescence; higher % means a stronger effect | one-dose inhibition, % at 4 µM; EC50 in µM for titrated hits; further: many of its hits are not listed in these tables
# KOR beta-arrestin-1 – KOR antagonists, beta-arrestin recruitment, cell-based, luminescence, uHTS (AID 1778). KOR beta-arrestin recruitment, luminescence, antagonist mode; higher % means a stronger effect. inhibition, % at 10 µM; hits with a dose series show IC50 in µM. actives 0.091% (n = 290,000); further: strong numbers were not always called active
# GPR55 beta-arrestin – selective activators of receptor GPR55 – imaging, U2OS cells, beta-arrestin-GFP redistribution, primary screen (AID 1961) | U2OS GPR55 beta-arrestin-GFP redistribution imaging; higher % means a stronger effect | activation, % at 10 µM, or EC50 in µM where a hit was titrated | actives 0.048% (n = 290,000);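 active means activation above 40% with more than 50 cells counted in the well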;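 further: U2OS osteosarcoma cells stably expressing GPR55 and beta-arrestin-GFP; plate controls were DMSO negative control for no effect and LPI positive control for full effect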
# GPR55 LPI antagonism – GPR55 antagonists blocking LPI-driven arrestin recruitment, primary screen, imaging, U2OS, beta-arrestin-GFP, LPI agonist (AID 2013) | one-dose inhibition, % at 10 µM; IC50 in µM for titrated hits | U2OS GPR55 beta-arrestin-GFP translocation imaging, LPI antagonism; higher % means a stronger effect | actives 0.13% (n = 290,000);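 active means spots per cell inhibited over 60%, with over 100 cells counted and total cytoplasm intensity under 500,000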;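 further: U2OS cells stably carrying GPR55 and arrestin-GFP stimulated by 5 µM LPI near EC80; imaged beta-arrestin-GFP aggregate spots per cell after agonist stimulation; plate controls were LPI-stimulated DMSO wells for no effect and DMSO wells without LPI for full effect; some results filed as inactive read as strong as hits; confirmed hits need IC50 under 10 µM and bright autofluorescent wells are also inconclusive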
# NOD1 inhibition – NOD1 signaling inhibitors, primary screen, cell-based, luminescence, uHTS (AID 1578); actives 1% (n = 290,000); one-dose inhibition, % at 4 µM; EC50 in µM for titrated hits; NOD1-driven NF-kB luciferase reporter cells, luminescence; higher % means a stronger effect; in the data active means inhibition mostly above about 36%, no sharp cut-off; inactive means mostly below about 34%;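 further: HEK-293T reporter cells stimulated with the NOD1 agonist gamma-tri-DAP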
# KOR beta-arrestin-2 – KOR agonists, beta-arrestin recruitment, primary screen, cell-based, luminescence, uHTS (AID 1777); KOR beta-arrestin recruitment, luminescence; higher % means a stronger effect; activation, % at 10 µM; hits with a dose series show EC50 in µM; actives 0.02% (n = 280,000); in the data active means activation above about 50%, passing the limit was not always enough; further: a part of the inactive calls stands beside numbers as strong as those of hits
# NTR1 ag – NTR1-driven beta-arrestin-GFP spot formation – imaging, U2OS cells, high content, primary screen (AID 493036); P30989; agonist mode; activation, % at 20 µM; actives 0.17% (n = 330,000);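 active means activation at or above 40% of the spot to cytoplasm intensity ratio, with at least 20 cells analyzed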;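 further: 0% = DMSO without peptide and 100% = 100 nM NTR1 peptide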
# Target sequence (P30989 whole entry, looked up): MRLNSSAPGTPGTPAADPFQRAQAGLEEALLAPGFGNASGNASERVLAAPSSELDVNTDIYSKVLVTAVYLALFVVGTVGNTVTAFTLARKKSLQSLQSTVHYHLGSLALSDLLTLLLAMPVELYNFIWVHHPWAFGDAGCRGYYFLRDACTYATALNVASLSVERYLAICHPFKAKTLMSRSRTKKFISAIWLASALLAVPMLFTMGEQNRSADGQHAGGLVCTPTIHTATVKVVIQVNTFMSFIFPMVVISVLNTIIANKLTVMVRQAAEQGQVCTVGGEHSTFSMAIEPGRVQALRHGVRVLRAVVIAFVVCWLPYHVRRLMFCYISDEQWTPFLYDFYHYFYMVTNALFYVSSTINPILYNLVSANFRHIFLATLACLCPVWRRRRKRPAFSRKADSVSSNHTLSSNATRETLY
# Myeloid diff MLP – compounds promoting myeloid differentiation; calls only at 10 µM; ER-HoxA9 myeloid progenitors, lysozyme-GFP differentiation, flow cytometry; actives 1% (n = 360,000);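 active means normalized GFP-positive differentiation at or above the plate's own cutoff, the solvent-only control mean plus 3 SD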;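 further: cells exposed to compound for four days before flow analysis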
# T cell HTS vesicle-bound % – further read-out of T cell HTS, marked with its call; double positive events, %; measured here: CD8+ vesicle-bound cell fraction;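 binding gate set so that unloaded-vesicle control wells show 10% double positive cells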
# NTR1 ag cell count 20 µM – further read-out of NTR1 ag, marked with its call; cell count; measured here: cell count, cytotoxicity flag
# Myeloid diff MLP GFP+ MAC1+ % – second read-out of Myeloid diff MLP, no call of its own (marks repeat the call); GFP+ MAC1+ double positive, %; measured here: differentiation confirmed by MAC1 staining
# * hit, by the source's call; i = inactive; / = no result given; [ ] = dose if it differs, or a comment. Unless noted, no stated cut-off is given here; in the data, active means inhibition above about 50%; inactive means the rest. A portion of the library (hit frequency here may not be typical).
SMILES,T cell HTS,T cell HTS vesicle-bound %,NOD2 inhibition,KOR beta-arrestin-1,GPR55 beta-arrestin,GPR55 LPI antagonism,NOD1 inhibition,KOR beta-arrestin-2,NTR1 ag,NTR1 ag cell count 20 µM,Myeloid diff MLP,Myeloid diff MLP GFP+ MAC1+ %
Oc1ccc(-c2n[nH]c(C(F)(F)F)c2-c2ccccc2)c(O)c1,i,54,21%,-26%,-0.3%,21%,44%,-2.4%,5.1,44,i,0.5
O=[N+]([O-])c1ccc(Oc2ccc(/C=N/O)cc2)nc1,i,53,-7%,-5%[20 µM],-0.1%,4%,-22%,/,-0.4,43,i,0.7
Cc1ccc2nc3c(cc(C(=O)NCc4ccco4)c(=N)n3Cc3ccco3)c(=O)n2c1,i,15,18%,-33%[20 µM],0.2%,23%,10%,/,0.2,34,i,0.0
CN(C)CCCNc1nc(-c2ccccc2)c2c(c1C#N)CC(C)(C)OC2,i,35,13%,-2%,-0.1%,2%,-9%,-0.6%,0.3,62,i,0.1
COc1cc(C2CC(=O)Nc3c2c(=O)nc2c(C)cccn32)cc(OC)c1OC (stereo unspecified),i,49,20%,-6%,0.1%,3%,5%,-2.7%,2.1,90,i,0.7
COc1ccc(-c2onc(C)c2-c2ccc3c(c2)OCCO3)c(O)c1,i,37,-18%,5%,-0.2%,-7%,-6%,1.6%,-0.1,51,i,0.6
CCc1ccc(NC(=O)C(=O)NCCOc2ccccc2Cl)cc1,i,46,1%,-15%,-0.4%,10%,0%,-3.7%,4.0,51,i,0.3
CCOc1ccc(N2CC(C(=O)Nc3ccc(F)cc3F)CC2=O)cc1 (stereo unspecified),i,38,-2%,-30%,-0.2%,-12%,-14%,-5.7%,1.7,64,i,0.3
CCOC(=O)C1CCN(C(=O)CN(Cc2ccc(Cl)cc2)S(C)(=O)=O)CC1,i,53,1%,14%,-0.1%,14%,/,1.0%,0.6,41,i,0.8
CCOc1ccc(/C=N/NC(=O)c2cc3c(OC)cccc3[nH]2)cc1,i,64,4%,11%,0.0%,-3%,-6%,-3.3%,-0.2,69,i,0.6
COc1cc([N+](=O)[O-])ccc1NC(=O)CSc1ccccn1,i,42,6%,13%,1.3%,17%,-13%,-3.6%,1.2,65,i,0.9
CCCCCn1c(=O)[nH]c2cc(C(=O)N3CCN(c4ccccc4F)CC3)ccc2c1=O,i,22,17%,-12%,0.2%,7%,-13%,2.2%,1.1,40,/,/
COc1ccc(NC(=S)NCCSc2ccc(Cl)cc2)c(OC)c1,i,60,-5%,-2%,-0.3%,0%,14%,-3.1%,4.4,60,i,1.1
COc1ccc(NC(=O)C2CCCN2S(=O)(=O)c2ccc3c(c2)CC(C)N3C(C)=O)cc1OC (stereo unspecified),i,28,11%,-20%,-0.2%,8%,-8%,4.0%,1.7,59,i,0.7
N#Cc1cc2c(nc1SCc1cccnc1)CCCC2,i,27,-15%,-16%,-0.3%,0%,-35%,-10%,2.7,81,i,2.5
O=C(CNC(=O)c1ccccc1)NCC(=O)OCc1ccc(Cl)cc1,i,22,10%,5%,-0.1%,0%,7%,-1.4%,-0.9,50,i,1.8
CCOC(=O)c1c(C)n(C)c2ccc(OCC(O)Cn3nc(C)c(Br)c3C)cc12 (stereo unspecified),i,30,24%,-53%,0.1%,-8%,28%,18%,41*,83*,i,1.0
COc1ccc(NC(=O)CSc2nc(C)c3c(c2C#N)CCCC3)cc1,i,19,24%,6%,0.0%,10%,3%,-1.2%,5.7,95,i,3.2
COc1ccccc1NC(=O)CSc1ccc2nnc(-c3ccc(C)cc3)n2n1,i,28,7%,12%,0.8%,8%,-2%,-0.6%,0.3,61,i,3.0
CC1CCN(CCc2nc3cc(NC(=O)COc4ccc([N+](=O)[O-])cc4)ccc3n2C)CC1,i,53,14%,-5%,-0.1%,1%,-13%,4.9%,2.2,52,i,2.9
COCCn1c(=O)[nH]c2cc(C(=O)N3CCN(c4cccc(Cl)c4)CC3)ccc2c1=O,i,23,6%,-32%,0.0%,6%,23%,3.8%,-0.2,48,i,2.6
CCCCNC(=O)c1cc2cc(CC)ccc2[nH]1,i,27,6%,4%,-0.2%,-6%,-3%,0.6%,3.2,52,i,0.1
O=S(=O)(c1cccc(NC(=S)Nc2ccc(Br)cc2Cl)c1)N1CCOCC1,i,27,14%,-36%,-0.1%,-15%,6%,3.4%,-1.6,20,i,0.9
COc1ccc(OC)c(/C=C/c2nc3ccccc3[nH]c2=O)c1,i,36,-79%,-30%,0.6%,24%,31%,-2.6%,4.4,41,i,1.0
COC(=O)C1Cc2c([nH]c3ccccc23)C(C)N1 (stereo unspecified),i,29,19%,41%,0.2%,-8%,-25%,0.0%,-0.2,75,i,1.6
Cc1cccc(N2C(=O)c3ccc(C(=O)Nc4c[nH]c(=O)[nH]c4=O)cc3C2=O)c1,i,30,-4%,-28%,0.0%,6%,-2%,2.3%,-0.5,65,i,0.3
CCCCOc1ccc(C(=O)NCC(=O)NC2CCN(Cc3ccccc3)CC2)cc1,i,16,5%,24%,-0.1%,21%,-44%,-5.7%,-0.3,58,i,0.0
CCCCOC(=O)C(C)c1c(C)[nH]c(=S)[nH]c1=O (stereo unspecified),i,30,16%,-19%,0.0%,7%,-27%,0.8%,-1.0,48,i,0.7
CCOc1ccc(OCCOc2cccc(C(F)(F)F)c2)cc1,i,47,0%,9%,-0.1%,8%,11%,0.1%,4.3,62,i,0.7
Nc1nccc(-c2ccc(-n3cccc3)cc2)n1,i,44,-34%,-44%,-0.3%,8%,-39%,5.0%,-1.1,55,i,0.8
CCN1C(=O)CC(N2CCN(c3ccc(C(=O)c4ccncc4)cc3)CC2)C1=O (stereo unspecified),i,50,-122%,7%,-0.1%,2%,26%,-4.6%,2.2,84,i,0.6
CC(C)(C)C(=O)Nc1ccc2c(c1)OCCOCCOc1cc(NC(=O)C(C)(C)C)ccc1OCCOCCO2,i,61,20%,-18%[20 µM],-0.1%,16%,-22%,/,-0.3,31,i,0.5
Fc1ccc(NC(=S)Nc2cccnc2)cc1Cl,i,21,8%,-64%[20 µM],-0.1%,9%,-27%,1.3%,-0.6,30,i,0.3
Cc1cc(C)n(S(=O)(=O)c2ccc(F)cc2)n1,i,61,7%,-8%[20 µM],-0.2%,5%,-32%,1.0%,1.2,69,i,0.2
Cc1cc(C(=O)O)cc(S(=O)(=O)NNC(=O)c2cccs2)c1C,i,20,4%,16%,-0.2%,-4%,-10%,2.1%,-1.1,109,i,0.4
CCN(Cc1cnn(C)c1)Cc1nc(Cc2ccccc2Cl)no1,i,23,-12%,-28%[20 µM],0.1%,0%,-27%,/,4.8,63,i,0.4
COc1ccc(-c2nnc(CSc3nnc(-c4ccncc4)n3C3CCCCC3)o2)cc1OC,i,28,13%,6%,-0.1%,3%,-20%,/,0.4,77,i,1.1
COC(=O)c1sccc1NC(=O)CSc1ccc(Cl)cc1,i,53,9%,24%,-0.1%,27%,11%,-0.2%,0.2,71,i,0.9
CCC(=O)Nc1cccc(Oc2nc(C)cc(C)c2C#N)c1,i,36,-18%,-12%,0.6%,-9%,-7%,-4.4%,-0.6,83,i,2.1
CCOC(=O)/C(C#N)=C\c1cc(C)n(-c2ccccc2)c1C,i,16,25%,-6%,-0.4%,-4%,-30%,2.0%,0.4,89,i,0.8
Cc1nn(S(=O)(=O)c2ccccc2)c(C)c1S(=O)(=O)N1CCC(C)CC1,i,10,9%,1%,-0.3%,6%,-10%,-2.5%,1.9,70,i,3.4
C/C=C/C(=O)Nc1nnc(C2CCCCC2)s1,i,30,4%,12%[20 µM],-0.1%,9%,25%,/,0.6,39,i,0.4
COc1ccc(Cn2nnnc2CN2CCC(O)(c3ccc(F)cc3)CC2)cc1,i,5,-8%,7%[20 µM],0.2%,7%,-35%,/,-1.5,43,i,0.3
O=C(Nc1ccc(F)cc1)c1csc(Cc2ccccc2)n1,i,38,-60%,10%,-0.5%,1%,-7%,5.6%,0.8,34,i,0.6
CC(=O)Nc1ccc(S(=O)(=O)N2CCN(c3cccc(C)c3C)CC2)cc1,i,18,4%,20%,0.2%,-11%,4%,-9.3%,2.8,55,/,/
Cc1ccc(N(CC(O)Cn2nc(C)cc2C)S(=O)(=O)c2ccc3ccccc3c2)cc1 (stereo unspecified),i,48,-14%,6%,-0.3%,9%,48%,11%,2.5,56,i,0.5
CC1C(=O)Nc2ccccc2N1C(=O)c1ccc(F)cc1F (stereo unspecified),i,61,0%,-6%,0.0%,9%,-3%,-0.4%,-1.0,83,i,0.7
CCn1c(SC)nnc1C1CCN(S(=O)(=O)c2ccc(OC)cc2)CC1,i,29,17%,-15%,0.1%,8%,3%,-3.6%,/,/,i,0.4
Cn1c(COc2ccccc2)nnc1SCC(=O)Nc1ccc(S(N)(=O)=O)cc1,i,17,-11%,23%,-0.1%,-6%,-18%,-12%,0.4,70,i,9.2
Cn1c(CNc2nc(-c3ccccc3)cs2)nnc1SCC(=O)c1ccccc1,i,62,8%,18%,0.2%,-1%,18%,-6.7%,1.1,53,i,0.2
Cc1ccc(-c2noc(-c3ccccc3F)n2)cc1,i,42,-114%,-17%,-0.3%,0%,-5%,-2.6%,4.5,69,i,0.2
Nc1ccc(C2(c3ccc(N)cc3)OC(=O)c3ccccc32)cc1,i,53,7%,-22%[20 µM],-0.2%,4%,-10%,-7.1%,-0.1,62,i,0.9
Cc1ccc(S(=O)(=O)N2CCN(C(=O)CCn3nc(C)c(C)c3C)CC2)cc1,i,15,11%,-44%,-0.1%,-7%,9%,-5.3%,1.9,47,/,/
COc1ccc(-c2cc(C(F)(F)F)c(C#N)c(SCC(=O)Nc3ccc(C)cc3)n2)cc1,i,59,-5%,-29%,-0.2%,-15%,-3%,2.1%,0.0,38,/,/
